M1 ag parental: nonselective activator or artifact in parental CHO-K1 cells | actives 0.48% (n = 360,000) | AID 602248 | Fluo-8 calcium fluorescence; scaled to maximal ATP response, vehicle zero | activation, % at 3 µM; in the data active = activation above about 15%;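 note: untransfected CHO-K1 host cells lacking M1 receptor as counterscreen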
CHO-K1 Ca antag: nonselective inhibitor or artifact in parental CHO-K1 cells; actives 0.6% (n = 360,000); AID 602250; ATP-induced calcium, Fluo-8 fluorescence; inhibition, % at 3 µM;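 active = inhibition above a per-plate cutoff, the plate's mean sample inhibition plus 3 SD, cut at about 24% in these data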;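 note: 0% = DMSO plus EC80 ATP and 100% = DMSO alone without ATP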
M1 ag: activates human CHRM1 receptor. P11229. CHO-K1 hM1, Fluo-8 calcium fluorescence, agonist mode; 0% DMSO, 100% acetylcholine EC100. activation, % at 3 µM. actives 0.33% (n = 360,000). AID 588814;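 active = activation above the run's mean compound activation plus 3 SD, cut at about 16% in these data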;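 note: peak over basal fluorescence ratio within a 140 s kinetic read after compound addition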
CHRM1 PAM: positive allosteric modulators of human M1 muscarinic receptor | P11229 | CHO-K1 hM1, Fluo-8 calcium fluorescence, ACh EC20; 0% = ACh EC20, 100% = maximal ACh | activation, % at 3 µM | actives 0.088% (n = 360,000) | AID 588819; in the data active = activation above about 19%, passing the limit was not always enough
M4 ag: CHRM4 agonism in calcium assay; P08173; CHO-K1 hM4/Gqi5, Fluo-8 calcium fluorescence; vehicle 0%, full acetylcholine response 100%; activation, % at 3 µM; actives 0.14% (n = 360,000); AID 624127;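 active = activation above the run mean over all test wells plus 3 SD, cut at about 32% in these data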;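 note: peak over basal fluorescence ratio per well then scaled between controls; 0% = DMSO wells and 100% = acetylcholine at EC100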
CHRM4 antagonist: CHRM4 antagonism in calcium assay; actives 0.73% (n = 360,000); P08173; CHO-hM4 cells, ACh EC80, Fluo-8 calcium fluorescence; AID 624125; inhibition, % at 3 µM;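 active = inhibition above its plate's cutoff, the mean inhibition of sample wells plus 3 SD, cut at about 27% in these data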;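 note: 0% = acetylcholine EC80 with DMSO and 100% = DMSO without agonist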
M1 antag: blocks human M1 muscarinic receptor; P11229; CHO-K1 hM1, Fluo-8 calcium fluorescence, ACh EC80 antagonist; inhibition, % at 3 µM; actives 1.3% (n = 360,000);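 active = percent inhibition above its own plate's cutoff, namely the mean of that plate's compound wells plus 3 SD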;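 note: peak over basal fluorescence ratio during 140 s after agonist addition; 0% = ACh EC80 plus DMSO and 100% = DMSO alone without agonist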
CHO parental Ca: signal in parental CHO cells, OX1R antagonist counter-screen; parental CHO-K1, ATP-induced calcium, Fluo-8 fluorescence; inhibition, % at 5.6 µM; actives 0.63% (n = 330,000); AID 463079;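 active = inhibition above that plate's mean sample inhibition plus 3 SD, cut at about 26% in these data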;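 note: 0% = ATP-challenged DMSO wells and 100% = DMSO wells without ATP; some compounds past the cut are filed as inactive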
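Material: parental CHO cells / Compound: single nominal dose of 5.6 µM per compound / Signal: Fluo-8 fluorescence / Replicates: singlicate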
OXTR potentiate: potentiators of human oxytocin receptor. P30559. CHO-OTR cells, Fluo-8 calcium fluorescence, potentiator mode; 0% = oxytocin EC15, 100% = EC100. activation, % at 3 µM. actives 0.061% (n = 320,000);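 active = activation above that plate's cutoff, the mean activation of tested compounds plus 3 SD, cut at about 6.6% in these data, passing the limit was not always enough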;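 note: 100% uses oxytocin at 75 nM as the full agonist control; some results filed as inactive read as strong as hits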
Target sequence (P30559 whole entry, looked up): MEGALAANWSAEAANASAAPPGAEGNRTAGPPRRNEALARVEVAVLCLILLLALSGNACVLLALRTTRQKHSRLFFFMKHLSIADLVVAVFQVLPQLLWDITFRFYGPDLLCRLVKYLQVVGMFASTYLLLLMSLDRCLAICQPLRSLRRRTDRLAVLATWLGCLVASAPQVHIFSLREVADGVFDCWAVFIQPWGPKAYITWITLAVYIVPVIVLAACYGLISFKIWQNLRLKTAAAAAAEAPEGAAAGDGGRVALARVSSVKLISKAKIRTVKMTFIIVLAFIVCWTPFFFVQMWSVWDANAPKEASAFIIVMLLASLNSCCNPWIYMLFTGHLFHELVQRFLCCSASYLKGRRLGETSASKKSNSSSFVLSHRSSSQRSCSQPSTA
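System: human OTR in CHO cells / Also added: sub-maximal oxytocin, roughly EC15 / Control set: EC15 oxytocin low, 75 nM oxytocin high / Schedule: 6 min compound pre-incubation at room temperature, 100 s kinetic read / Compound: single-point 3.0 µM / Replication: singlicate / Technique: Fluo-8 calcium dye fluorescence / Read-out basis: % activation of max/min ratio relative to oxytocin controls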
* marks the source's active call; other numbers are inactive results.

# | SMILES | M1 antag | M1 ag | CHO-K1 Ca antag | M4 ag | OXTR potentiate | CHRM4 antagonist | CHO parental Ca | M1 ag parental | CHRM1 PAM
1 | Cc1ccc(S(=O)(=O)N2CCN(CC(=O)N/N=C/c3ccco3)CC2)cc1 | 1 | -3 | 11 | 2 | -3 | -12 | -20 | -0.5 | 4
2 | COc1cccc(OCCn2ccnc2)c1 | -8 | -1 | -17 | 0 | -7 | 9 | 4 | 0.6 | 2
3 | COc1ccc(CN2C(=O)/C(=C/c3ccncc3)SC2=S)cc1 | -10 | 4 | -1 | 2 | -10 | 4 | -22 | 3.0 | 24*
4 | COc1ccccc1NC(=O)CSc1nnc(NC(=O)C2CCC2)s1 | 0 | -3 | -8 | 7 | -13 | -1 | -29 | 4.7 | 0
5 | CCCc1cc(-c2n[nH]c(=S)n2CC)cs1 | -18 | -4 | -13 | 1 | -6 | -1 | -21 | 0.2 | 11
6 | CN(C)S(=O)(=O)c1ccc(Cl)c(NC(=O)COC(=O)c2cc(-c3ccccc3)nc3ccccc23)c1 | 8 | -1 | -8 | 4 | -12 | 7 | -5 | 1.4 | 1

Part of the list above, as labelled records.
4	COc1ccccc1NC(=O)CSc1nnc(NC(=O)C2CCC2)s1
  M1 antag = 0
  M1 ag = -3
  CHO-K1 Ca antag = -8
  M4 ag = 7
  OXTR potentiate = -13
  CHRM4 antagonist = -1
  CHO parental Ca = -29
  M1 ag parental = 4.7
  CHRM1 PAM = 0

5	CCCc1cc(-c2n[nH]c(=S)n2CC)cs1
  M1 antag = -18
  M1 ag = -4
  CHO-K1 Ca antag = -13
  M4 ag = 1
  OXTR potentiate = -6
  CHRM4 antagonist = -1
  CHO parental Ca = -21
  M1 ag parental = 0.2
  CHRM1 PAM = 11

Single values from the list.
Reading of cpd 3 in M1 ag: 4
Reading of cpd 6 in OXTR potentiate: -12

Compounds 3–4 from above:
# | SMILES | M1 antag | M1 ag | CHO-K1 Ca antag | M4 ag | OXTR potentiate | CHRM4 antagonist | CHO parental Ca | M1 ag parental | CHRM1 PAM
3 | COc1ccc(CN2C(=O)/C(=C/c3ccncc3)SC2=S)cc1 | -10 | 4 | -1 | 2 | -10 | 4 | -22 | 3.0 | 24*
4 | COc1ccccc1NC(=O)CSc1nnc(NC(=O)C2CCC2)s1 | 0 | -3 | -8 | 7 | -13 | -1 | -29 | 4.7 | 0
